Screening results (PubChem BioAssay)
Sm TGR inh: qHTS Assay for the Inhibitors of Schistosoma Mansoni Peroxiredoxins; purified TGR, DTNB reduction, TNB absorbance 405 nm; Potency, µM (doses to about 114 µM), without a hit: at the top dose activity change, negative = inhibition, actives largely listed as inhibitors; 3% of 360,000 active; further: potency means the concentration at half of the fitted maximal effect; nearly all actives have a fitted effect of over 60% in size
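TGR 20 nM + NADPH 100 uM (dispensed conc.), cpd preinc 15 min RT; start with NADPH (500 uM addition) then DTNB (15 mM addition). Kinetic TNB absorbance, 405 nm filter. Four-parameter Hill fit across titration.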
FBPA Giardia inh: qHTS Assay for Inhibitors of Fructose-1,6-bisphosphate Aldolase from Giardia Lamblia | Potency, µM (top dose mostly 59.6 µM), for the others: at the highest dose activity, negative = inhibition, usual class: inhibitors | A8B2U2 | purified Giardia FBPA | AID 2451, 2010 | 0.71% of 290,000 active; further: potency means the concentration at half of the fitted maximal effect; nearly all actives have a fitted effect of over 55% in size
Target sequence (A8B2U2 whole entry, looked up): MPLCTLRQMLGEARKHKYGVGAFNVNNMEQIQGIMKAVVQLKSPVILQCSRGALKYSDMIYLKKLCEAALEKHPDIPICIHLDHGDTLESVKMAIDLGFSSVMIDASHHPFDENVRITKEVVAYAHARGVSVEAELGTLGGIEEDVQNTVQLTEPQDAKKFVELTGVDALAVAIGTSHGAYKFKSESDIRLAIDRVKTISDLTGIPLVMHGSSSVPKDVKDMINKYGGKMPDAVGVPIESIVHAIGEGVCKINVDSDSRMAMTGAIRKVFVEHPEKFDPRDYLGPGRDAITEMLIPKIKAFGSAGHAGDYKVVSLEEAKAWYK
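40 nM FBPA preincubated 10 min at RT with compound (up to 57.5 uM final), then substrate plus GAPDH/TPI/NAD/arsenate coupling and diaphorase/resazurin added. Fluorescence read after 20 min at RT, 525/598 nm.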
AmpC detergent: qHTS Inhibitors of AmpC Beta-Lactamase (assay with detergent); AmpC hydrolysis of nitrocefin, absorbance 480 nm, 0.01% Triton; Potency, µM (titrated, usually from 114 µM), inactives show at the top dose activity change, negative = inhibition, most hits filed as inhibitors; 0.041% of 370,000 active; P00811; AID 485294, 2010;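 further: potency means the concentration at half of the fitted maximal effect; 0% = no-compound wells and -100% = no-enzyme wells; nearly all actives have a fitted effect of over 25% in size; some results filed as inactive show a strong effect at the top dose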
Target sequence (P00811 whole entry, looked up): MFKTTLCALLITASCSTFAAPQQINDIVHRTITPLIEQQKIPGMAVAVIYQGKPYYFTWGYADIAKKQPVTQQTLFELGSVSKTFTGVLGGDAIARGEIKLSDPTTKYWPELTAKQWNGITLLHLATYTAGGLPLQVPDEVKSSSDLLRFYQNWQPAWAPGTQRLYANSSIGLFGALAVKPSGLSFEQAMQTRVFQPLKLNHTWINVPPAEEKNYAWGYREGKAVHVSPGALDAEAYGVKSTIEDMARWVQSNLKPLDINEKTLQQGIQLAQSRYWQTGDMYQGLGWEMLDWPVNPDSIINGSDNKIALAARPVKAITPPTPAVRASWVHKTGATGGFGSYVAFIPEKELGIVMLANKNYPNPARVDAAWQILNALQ
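AmpC (5.3 nM in the dispensed reagent) in 20 mM phosphate pH 7.0 with 0.01% (detergent screen) or 0.0001% Triton X-100 was preincubated with compounds for 15 min at room temperature. Nitrocefin was then added from an 800 uM solution, and hydrolysis was followed at 480 nm.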
AMA1 RON2 block: qHTS for Inhibitors of AMA1-RON; Towards Development of Antimalarial Drug Lead: Primary Screen | AlphaScreen AMA1-biotinylated RON2 peptide binding | 0.2% of 360,000 active | Potency, µM (titrated, usually from 58.2 µM), for the others: at the top dose activity change, negative = inhibition, usual class: inhibitors | AID 720542, 2013;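 further: potency means the concentration at half of the fitted maximal effect; 0% = vehicle wells and -100% = peptide control; nearly all actives have a fitted effect of over 45% in size; some results filed as inactive show a strong effect at the top dose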
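AMA1 (3D7) with his tag at 25 nM final met compounds first, then biotinylated RON2 peptide at 25 nM; detection used donor plus acceptor beads, 10 µg/mL apiece, read by AlphaScreen after 30 min at room temperature.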
HCMV antiviral: qHTS Assay for inhibitors of the human cytomegalovirus (HCMV). HFF cells, HCMV-luciferase reporter, 72 h; hits give low values. activity change, negative = inhibition, % at 57.5 µM. 4.5% of 410,000 active; in the data active means activity change below about -60%; inconclusive means no clear call, values can overlap the other calls; inactive means above about -39%
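Compounds were evaluated in HFFs infected with an HCMV luciferase reporter virus (MOI 1 PFU/cell). Luciferase in lysates collected 72 h post infection served as the replication measure.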
HCV inhibitor: qHTS Assay for Inhibitors of Hepatitis C Virus (HCV); Huh7.5.1 HCVcc-Cre infection, luciferase reporter, 44 h; Potency, µM (highest dose often 41.8 µM), for inactives: at the highest dose activity change, negative = inhibition, most hits filed as inhibitors; 3.4% of 340,000 active; AID 651820, 2012; further: potency means the concentration at half of the fitted maximal effect
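Whole-lifecycle infectious HCVcc-Cre system; cells 1,000/well, compound then virus (~0.5 moi) added 4 h after plating, 44 h culture. Luciferase read 15 sec following 15 min substrate incubation, room temp.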
Numbers without * were called inactive; u = inconclusive; x = not tested or not shown; & = joins results of further samples; [ ] = dose if it differs, or a comment. Unless noted, the call rests on the fitted dose curve; in most records, active means well fitted curve in the direction sought with a large enough effect; inconclusive means small, poorly fitted or top-dose-only effect, or another doubt; inactive means no such curve, though single readings can be large; an effect the other way counts as inactive or inconclusive. Unless noted, on the % scale 0 is the no-effect control and ±100 the full control effect. The order is random, and some 9.3% of all compounds hit somewhere here.

SMILES	Sm TGR inh	FBPA Giardia inh	AmpC detergent	AMA1 RON2 block	HCMV antiviral	HCV inhibitor
CC(O)c1nc2ccccc2n1CC(=O)Nc1ccc(F)cc1Cl (stereo unspecified)	-1%	3%	u	-1%	-16	6%
COCCn1c(SCC(=O)NCc2cccs2)nnc1-c1ccc(OC)cc1	5%	-19%	-2%	2%	-32	7%
CCC1CCC(C)N(N=O)C1 (stereo unspecified)	x	x	x	-13%	-13	7%
ClC1=C(Cl)C(Cl)=C(Cl)C1=C/C=C/c1ccccc1	50µM*	-10%	-2%	-8%	u	8.9µM*
CCC/S(C)=N/S(=O)(=O)c1ccc(C)cc1 (stereo unspecified)	-2%	7%	-2%	-4%	-22	29%
Cc1cc(NCCN(C)C)n2nc(-c3cccs3)cc2n1	4%	0%	-1%	49%[activator]	69	u
Cc1cc(/C=C2/C(=O)NC(=O)N(c3ccc(Br)cc3)C2=O)c(C)n1C	u	2%	6%	14%	14	8%
CCOC(=O)c1cnn(-c2nc3sc4c(c3c(=O)[nH]2)CCCC4)c1N	3%	18%	-16%	x	x	x
CC(C)(C)c1ccc(S(=O)(=O)N2CCC(O)(c3ccc(Cl)cc3)CC2)cc1	8%	0%	4%	-7%	-19	u
COc1ccc(-n2nc(C(=O)NCC(=O)NCCCN3CCOCC3)c3ccccc3c2=O)c(OC)c1	30%	7%	-11%	-1%	16	12%
Cc1ccc(C(=O)N/N=C/c2ccoc2)cc1C	-7%	-4%	u	105%[activator]	-18	-2%
Cc1ccccc1C(=O)Nc1nnc(S(=O)(=O)N2CCCCC2)s1	6%	-19%	-10%	0%	16	14%
COc1ccc(C(=O)Nc2ccc(CN3CCOCC3)cc2)cc1	-6%	1%	-1%	8%	80	3%
Cc1ccc(NC(=S)N2CCN(S(=O)(=O)c3ccccc3)CC2)cc1C	-15%	x	-4%	1%	12	-22%
CCCNC(=O)c1cnn2c(C)c(Cc3c(C)cc(C)cc3C)c(C)nc12	5%	x	2%	x	u	x
Cn1nccc1NC(=O)Nc1ccc(OC(F)(F)F)cc1	12%	-3%	0%	-9%	34	5%
O=C(NCC(c1ccco1)N1CCCCC1)c1ccc2c(c1)S(=O)(=O)c1ccccc1C2=O (stereo unspecified)	-12%	0%	-9%	-4%	-24	u
O=C(CN1C(=O)CSc2ccc(S(=O)(=O)N3CCCC3)cc21)Nc1cccc(Cl)c1	0%	x	3%	x	-10	x
CC(C)C(c1nnnn1C1CCCC1)N1CCOCC1 (stereo unspecified)	u	-2%	5%	7%	81	-1%
Cc1ccc(-n2cnc3scc(-c4cccs4)c3c2=O)cc1	0%	-4%	-1%	-1%	21	11µM*
O=C(N/N=C/c1ccc([N+](=O)[O-])cc1)c1cc(C2CC2)[nH]n1	u	x	4%	-15%	x	-16%
COC(=O)c1ccccc1NC(=O)c1nc(-c2ccc(C)cc2)n2c1CCCCC2	-4%	x	10%	x	15	x
CC1=CC(=O)N(c2cccc(C(F)(F)F)c2)C1c1ccc(Cl)cc1 (stereo unspecified)	-11%	x	u	5%	-25	u
COc1ccc(N(C)C(=O)c2cn(C3CCCCC3)c(=O)c3c2c2ccccc2n3C)cc1	5%	x	12%	x	-38	x
O=C(Nc1ccc2c(c1)C(=O)c1ccccc1-2)c1ccccc1	x	x	x	-17%	41	-16%
COc1ccc(OC)c(C2C(C#N)=C(N)N(N(C)C)C3=C2C(=O)CC(C)(C)C3)c1 (stereo unspecified)	0%	-22%	-2%	6%	-15	7%
CN(C)CC/C=C1\c2ccccc2Sc2ccc(Cl)cc21	-7%	-7%	u	-26%	-7	u
CCCc1cc(C(=O)NNC(=S)NC2CCCCC2)cs1	-23%	x	4%	130%[activator]	2	0%
Cc1occc1C(=O)N1CCCc2ccccc21	45µM*	-2%	-2%	6%	10	-10%
Cc1cc(C)cc(N2C(=O)CC(N(C(=O)c3ccco3)c3cc(C)cc(C)c3)C2=O)c1 (stereo unspecified)	-4%	-1%	2%	-3%	16	15%
Cc1nnsc1C(=O)Nc1ccccc1	4%	-2%	-1%	18%	10	25%
COc1ccc(/C=N/NC(=O)c2ccccc2O)cc1Cn1nnc2ccccc21	7%	6%	-2%	92%[activator]	-20	15%
O=C(Nc1ccc(C(=O)N2CCOCC2)cc1)C1CC1	x	x	x	11%	-9	-8%
COc1ccc(S(=O)(=O)n2cccc2)c(OC)c1	-17%	-4%	-1%	14%	-15	2%
O=C(COC(=O)c1cccnc1Cl)Nc1ccc(N2CCCCC2)cc1	8%	x	-1%	-10%	33	17%
Cc1c(C(=O)C(=O)NCC2CCCO2)c2ccccc2n1C (stereo unspecified)	-6%	-1%	-19%	5%	u	8%
C=CCOc1ccccc1CNc1ccc2[nH]c(=O)[nH]c2c1	-26%	-4%	7%	u	-31	u
C(=N\NC1=NCCN1)/c1ccncc1	3%	u	-11%	-12%	9	7%
CC(NC(=O)c1ccc(F)cc1)c1ccc2c(c1)CCCC2 (stereo unspecified)	-1%	-1%	4%	2%	-16	u
CCCCNC(=O)c1ccc2c(c1)S(=O)(=O)c1ccccc1C2=O	-13%	x	9%	0%	-18	-23%
COc1ccc(NS(=O)(=O)/C=C/c2ccc(OC)c(OC)c2)cc1	2%	u	3%	-17%	3	6%
CC(NC(=O)CSc1nc(-c2ccccc2F)nc2cc(=O)[nH]n12)c1nc2ccccc2n1C (stereo unspecified)	4%	x	3%	x	11	x
COc1ccccc1NC(=O)c1ccc(CSc2ccccc2)o1	-5%	x	-5%	-9%	-36	x
CN(C)CCCNCCCNC(=O)c1ccccn1	0%	7%	-14%	61%[activator]	1	6%
O=S(=O)(Nc1cccc(-c2nc3cccnc3s2)c1)c1ccc2c(c1)OCCO2	-2%	13%	u	0%	-64*	u

Single entries from the list:
Cc1cc(/C=C2/C(=O)NC(=O)N(c3ccc(Br)cc3)C2=O)c(C)n1C in HCMV antiviral has 14
CCCNC(=O)c1cnn2c(C)c(Cc3c(C)cc(C)cc3C)c(C)nc12 in AmpC detergent has 2%

The main list resumes, repeating the seven entries before the break.
SMILES	Sm TGR inh	FBPA Giardia inh	AmpC detergent	AMA1 RON2 block	HCMV antiviral	HCV inhibitor
CC(NC(=O)c1ccc(F)cc1)c1ccc2c(c1)CCCC2 (stereo unspecified)	-1%	-1%	4%	2%	-16	u
CCCCNC(=O)c1ccc2c(c1)S(=O)(=O)c1ccccc1C2=O	-13%	x	9%	0%	-18	-23%
COc1ccc(NS(=O)(=O)/C=C/c2ccc(OC)c(OC)c2)cc1	2%	u	3%	-17%	3	6%
CC(NC(=O)CSc1nc(-c2ccccc2F)nc2cc(=O)[nH]n12)c1nc2ccccc2n1C (stereo unspecified)	4%	x	3%	x	11	x
COc1ccccc1NC(=O)c1ccc(CSc2ccccc2)o1	-5%	x	-5%	-9%	-36	x
CN(C)CCCNCCCNC(=O)c1ccccn1	0%	7%	-14%	61%[activator]	1	6%
O=S(=O)(Nc1cccc(-c2nc3cccnc3s2)c1)c1ccc2c(c1)OCCO2	-2%	13%	u	0%	-64*	u
CCOc1ccc(N(CC(=O)N2CCN(c3ccccc3OC)CC2)S(=O)(=O)c2ccc(C)cc2)cc1	0%	4%	-6%	-21%	11	u
O=C(Nc1ccc(Oc2ccccc2)cc1)C1CC1	6%	0%	u	9%	u	u
Nc1c(C(=O)CSc2n[nH]c(-c3ccccc3)n2)c(=O)[nH]c(=O)n1C1CC1	1%	x	-18%	6%	-16	18%
Cc1cccc(NC(=O)CSc2nc(N)c(NC(=O)c3cccs3)c(=O)[nH]2)c1C	-3%	0%	-11%	13%	13	-3%
COC(=O)c1ccc(NC(C)C(=O)OC)c([N+](=O)[O-])c1 (stereo unspecified)	-27%	1%	u	16%	u	10%
O=C(C1CCN(S(=O)(=O)c2ccc(Br)s2)CC1)N1CCN(c2ccccc2)CC1	3%&13%	4%	u	-22%	-10&-18	-9%
CCN(Cc1ccncc1)C(=S)Nc1ccccc1	8%	-13%	-1%	23%	-11	2%
O=C(Nc1ccc(N2C(=O)C3CCCCC3C2=O)cc1Cl)c1cccs1 (stereo unspecified)	7%	-1%	-15%	-23%	1	4%
O=c1oc(/C=C/c2ccccc2)nc2sc3c(c12)CCC3	-14%	2%	-6%	16%	0	7%
CCOc1ccc(N(C)S(=O)(=O)c2c[nH]c(C(=O)OC)c2)cc1	-18%	-3%	u	-12%	14	-3%
CC(C)NC(=O)COc1ccc(Cl)cc1Cl	2%	2%	u	6%	u	-26%
COc1ccc(/C=C/C(=O)Nc2ccccc2)cc1S(=O)(=O)N1CCOCC1	2%	-4%	5%	-1%	u	u
CC(=O)N1c2ccc(S(=O)(=O)N3CCCC3C(=O)NCc3ccc(Cl)cc3)cc2CC1C (stereo unspecified)	-14%	6%	-4%	-4%	-10	-17%
COc1cccc(CNC(=O)CCC2CCCN(C3CCOCC3)C2)c1 (stereo unspecified)	4.5µM*	0%	6%	1%	x	8%
COc1ccc(CCNC(=O)c2ccc(NC(=O)CC3SC(N4CCCCC4)=NC3=O)cc2)cc1OC (stereo unspecified)	x	x	x	10%	u	u
CCOc1ccc(N2C(=O)/C(=C\c3ccc(O)c(OC)c3)S(=O)(=O)C2c2cccc([N+](=O)[O-])c2)cc1 (stereo unspecified)	-3%	-12%	-1%	-8%	23	-1%
Cc1nnsc1Sc1ccccc1	6%	1%	4%	9%	-5	20%
COc1ccc(NC(=O)NCc2cccnc2)c(OC)c1	-13%	x	-6%	6%	4	17%
O=C(CN1C(=O)c2ccccc2C1=O)Nc1ccc(-c2nc3ccccc3o2)cc1	-11%	0%	u	-4%	-29	14%
CCN1CCN(C(=O)CNC(=O)c2nn(-c3ccc(OC)cc3)c(=O)c3ccccc23)CC1	4%	-6%	u	8%	21	7%
CCOC(=O)c1sc2nc(C)nc(NCc3ccc(Cl)cc3)c2c1C	7%	-4%	0%	6%	-68*	u
O=C(O)c1[nH]c2ccc(Br)cc2c1CCN1C(=O)c2cccc([N+](=O)[O-])c2C1=O	u	20%	2%	-4%	-6	8%
CC(C)(C)OC(=O)N(CCc1ccccc1)Cc1ccccc1OCc1cccc(NC(=O)C2CC2)c1	x	x	x	-4%	-25	0%
CNC(=O)C1C(=S)NC(N)=C(C#N)C1c1ccccc1 (stereo unspecified)	13%	u	u	-21%	-28	17%
O=C(c1cc(-c2ccccc2)nc2ccccc12)N1CCN(c2ccccc2O)CC1	-9%	x	-10%	-29%	x	u
Cc1cc(S(=O)(=O)N2CCCC2)ccc1OCC(=O)N1CCOCC1	2%	0%	1%	4%	1	5%
C=CCNC(=O)c1ccc(C)cc1Cl	5%	2%	-11%	-21%	-14	-5%
CCOc1ccc(S(=O)(=O)N2CCC(C(=O)NCCN3CCOCC3)CC2)cc1C	1%	-6%	u	2%	-4	16%
N#Cc1cccc(C#N)c1Oc1ccc(N)cc1	-3%	6%	-6%	0%	2	21%
